# High-throughput results (PubChem)
# aDG glyco up = increases alpha dystroglycan glycosylation | AID 624168 | activation, % at 10 µM | Pro5-aDG cells, alpha-DG glycosylation AlphaScreen (IIH6); 0% Pro5, 100% B10-LARGE cell signal | 0.22% of 360,000 active;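 active means activation of at least 8% versus controls, or a plate z-score of at least 8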;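 further: Pro5 are CHO cells carrying HIG-tagged alpha-DG that lacks glycosylation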
# ABHD5 PLIN5 PPI = blocks binding of human ABHD5 to perilipin-5 | AID 602281 | 0.78% of 360,000 active | inhibition, % at 4 µM | Split G. princeps luciferase complementation, luminescence, 4 h;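 active means inhibition above the mean inhibition across every tested compound plus 3 SD, cut at about 22% in these data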;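 further: 0% = DMSO only wells and the 100% control is not disclosed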
# NOD2 RIPK2 PPI = inhibitors of human NOD2-RIPK2 interaction; AID 624267; 0.38% of 360,000 active; inhibition, % at 4.98 µM; O43353; CHO BLA complementation NOD2-RIPK2, CCF4 ratio; in the data active means inhibition above about 21%;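 further: 0% = vehicle only and 100% = reference blocker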
# MC4R antagonist = antagonists of human melanocortin 4 receptor (MC4R). MC4R-expressing cells, MTII-stimulated cAMP, LANCE TR-FRET. inhibition, % at 6.5 µM. 0.48% of 360,000 active;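 active means inhibition above its plate's cutoff, the mean of tested wells on that plate plus 3 SD, cut at about 29% in these data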;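 further: 0% = Melanotan II alone and 100% = Melanotan II plus saturating MCL0020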
#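 Assay system: human MC4R-expressing U2OS cells; reagent: Melanotan II stimulation of cells; dosing: 6.5 µM single dose; timing: compound 30 min, challenge 1 h, detection 1 h; signal: TR-FRET cAMP assay; replicates: one well per compound, no replicates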
# ABCB6 inh 2 = inhibitors of human ABC transporter ABCB6; Q9NP58; K562-ABCB6 porphyrin accumulation, flow cytometry, 1 h; active compounds read low; fluorescence ratio to DMSO, % at 10 µM; 0.19% of 360,000 active; AID 602162;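 active means fluorescence ratio to DMSO below 75%, the collection mean minus 3 SD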;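 further: signal is porphyrin accumulated inside mitochondria; 100% equals median channel fluorescence of DMSO control wells; lower ratio means ABCB6 inhibition with less porphyrin fluorescence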
# MC4R ag barr = human MC4R agonism via beta-arrestin; U2OS MC4R beta-arrestin complementation, luminescence; percent of melanotan II response, DMSO zero; activation, % at 8.9 µM; 0.98% of 360,000 active; AID 540308;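 active means activation above a per-plate cutoff, the mean activation of sample wells on that plate plus 3 SD, cut at about 8% in these data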
# Vif inh = inhibitors of HIV Vif. AID 602346. inhibition, % at 7.49 µM. 0.35% of 340,000 active. HEK293T cells, Vif self-association by quenched fluorescence, imaging, 24 h; in the data active means inhibition above about 50%, passing the limit was not always enough; further: some results filed as inactive read as strong as hits
# Granule exo inh = blocks lytic granule exocytosis; TALL-104 LAMP-1 surface exposure, flow cytometry; cells stimulated with thapsigargin and PMA; inhibition, % at 10 µM; 0.66% of 360,000 active;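 active means inhibition above about 55%, limit read from the data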
# TLR9-MyD88 block = inhibitors of human TLR9-MyD88 binding | 0.21% of 340,000 active | Q9NR96+Q99836 | CHO BLA complementation TLR9-MyD88, CCF4 FRET ratio | AID 504734 | inhibition, % at 4.98 µM;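 active means inhibition above the mean over all tested compounds plus 3 SD, cut at about 21% in these data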;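 further: 0% = DMSO only wells and 100% = clavulanate BLA inhibitor control wells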
# Target sequence (Q99836 whole entry, looked up): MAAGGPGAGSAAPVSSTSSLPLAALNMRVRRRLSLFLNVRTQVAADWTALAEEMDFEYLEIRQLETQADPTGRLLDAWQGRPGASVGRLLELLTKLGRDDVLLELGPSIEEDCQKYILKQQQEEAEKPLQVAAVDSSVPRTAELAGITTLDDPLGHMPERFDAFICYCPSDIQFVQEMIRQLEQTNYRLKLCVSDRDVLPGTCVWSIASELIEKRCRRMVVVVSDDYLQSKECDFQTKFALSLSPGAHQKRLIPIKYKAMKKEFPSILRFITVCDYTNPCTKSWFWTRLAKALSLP
# Target sequence (Q9NR96 whole entry, looked up): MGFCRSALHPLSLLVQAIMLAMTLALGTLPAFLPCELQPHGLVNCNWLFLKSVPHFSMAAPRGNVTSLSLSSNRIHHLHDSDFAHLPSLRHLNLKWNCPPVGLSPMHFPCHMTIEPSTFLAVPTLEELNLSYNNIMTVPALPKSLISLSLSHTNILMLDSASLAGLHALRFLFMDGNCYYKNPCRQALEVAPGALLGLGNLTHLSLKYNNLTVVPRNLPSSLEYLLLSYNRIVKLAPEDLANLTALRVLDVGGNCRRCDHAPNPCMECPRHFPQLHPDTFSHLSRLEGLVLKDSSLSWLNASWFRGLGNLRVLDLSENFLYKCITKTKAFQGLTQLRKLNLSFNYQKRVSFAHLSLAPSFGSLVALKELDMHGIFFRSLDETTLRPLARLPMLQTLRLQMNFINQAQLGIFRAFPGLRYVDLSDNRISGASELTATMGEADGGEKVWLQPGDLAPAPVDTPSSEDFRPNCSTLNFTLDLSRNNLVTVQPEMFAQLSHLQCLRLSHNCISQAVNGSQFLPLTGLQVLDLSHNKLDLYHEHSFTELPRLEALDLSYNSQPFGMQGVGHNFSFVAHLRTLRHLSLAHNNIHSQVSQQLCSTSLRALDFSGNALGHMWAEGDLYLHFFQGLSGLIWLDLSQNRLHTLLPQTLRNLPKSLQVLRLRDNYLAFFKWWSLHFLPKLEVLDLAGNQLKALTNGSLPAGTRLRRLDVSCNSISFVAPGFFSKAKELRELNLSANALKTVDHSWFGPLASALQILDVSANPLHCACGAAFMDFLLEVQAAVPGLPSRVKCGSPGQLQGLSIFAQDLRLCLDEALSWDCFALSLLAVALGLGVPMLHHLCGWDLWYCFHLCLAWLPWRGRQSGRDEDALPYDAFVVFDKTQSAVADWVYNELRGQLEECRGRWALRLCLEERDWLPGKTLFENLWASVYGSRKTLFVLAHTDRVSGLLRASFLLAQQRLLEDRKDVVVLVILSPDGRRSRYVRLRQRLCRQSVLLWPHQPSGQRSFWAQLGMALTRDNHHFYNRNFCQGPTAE
# Glyco luc inh = N-linked glycosylation inhibition. D54 ERlucT glycosylation luciferase reporter, 24 h; percent of 100 nM tunicamycin response. reporter increase, % at 12.5 µM. 0.23% of 360,000 active;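 active means mean luciferase reporter signal, scaled so untreated is 0 and the glycosylation-blocking control 100, at or above a set limit in every replicate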;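 further: luciferase carries N-glycosylation sites so blocking glycosylation raises the light; 0% = median of neutral control wells and 100% = median of 100 nM tunicamycin wells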
# * = called active by the depositor; i = inactive; . = no result given. Not all compounds are listed, so the mix of outcomes need not match the whole.
SMILES,aDG glyco up,ABHD5 PLIN5 PPI,NOD2 RIPK2 PPI,MC4R antagonist,ABCB6 inh 2,MC4R ag barr,Vif inh,Granule exo inh,TLR9-MyD88 block,Glyco luc inh
Cc1c(-c2ccc(Cl)cc2)[n+](=O)c(-c2ccccc2)cn1[O-],0.0,-4,2,3,98,0.3,-2,-1,.,-1
O=P(O)(CCc1ccccc1)CN1CCCCC1,-0.2,8,5,15,113,1.4,.,-2,0,0
CCn1c(-c2csc3ccccc23)n[nH]c1=S,-0.3,-10,-6,0,99,-2.4,2,4,-2,-1
O=C(CO/N=C1\CCCc2nonc21)Nc1ccccc1Cl,0.0,2,1,21,104,1.1,-5,-3,-11,-1
CCc1ccc(N2CC(C(=O)NC3=NCCS3)CC2=O)cc1 (configuration not stated),0.0,0,-3,5,93,-1.5,-3,-2,8,2
CCOc1ccc(S(=O)(=O)Nc2cccc(C(=O)NCC(c3ccco3)N(C)C)c2)cc1 (configuration not stated),0.0,-5,-4,-2,98,1.4,16,0,-2,0
COc1ccc(S(=O)(=O)NC(=O)C2(C)CCN2C(=O)Cc2ccc(C(C)(C)C)cc2)cc1 (configuration not stated),0.2,3,3,9,89,-2.3,5,-4,.,1
CC1(C)CC(NC(=O)c2coc(=O)c(Br)c2)CC(C)(C)N1,-0.2,-5,1,-3,93,-2.0,0,3,-1,1
OCCC1CN(Cc2cccc3nonc23)CCN1Cc1ccsc1 (configuration not stated),0.0,-4,-12,-2,91,-2.0,19,3,-13,0
Cc1nc(NC(=O)c2ccc(Cl)cc2)nc2cc3c(cc12)OCO3,0.3,9,1,7,107,-1.8,2,-8,-8,4
CCc1cc(C(=O)N2CCCC(C(=O)c3ccc(Cl)cc3)C2)no1 (configuration not stated),-0.1,-3,-4,3,96,-0.6,-4,-8,7,0
c1cc(-c2noc(CCC3CCCC3)n2)ccn1,0.5,2,-4,1,91,0.7,-4,-2,-11,0
COC(=O)c1cc(C(=O)NC(C)C2CC3CCC2C3)cc([N+](=O)[O-])c1 (configuration not stated),-0.1,-10,4,13,95,2.2,-12,-18,-18,1
CC(C)(C)c1ccc(C(=O)C2CCCN(C(=O)c3ccccn3)C2)cc1 (configuration not stated),0.3,-7,-11,3,98,-3.1,-7,-1,1,-4
CC(=O)Nc1ccc(C(=O)CS(=O)(=O)c2ccc(C)cc2)cc1,-0.7,-5,1,-5,100,-0.1,5,0,-3,0
CCOc1ccc(N2CC(C(=O)Nc3nnc(SCCOC)s3)CC2=O)cc1 (configuration not stated),0.2,-8,-3,10,93,-1.3,1,-9,-9,1
Nc1nc(SCc2ccc(Br)cc2)n[nH]1,0.0,-4,6,10,104,-1.3,.,2,-6,4
CC1CN(S(=O)(=O)c2cc(C(=O)NCc3ccncc3)ccc2Cl)CC(C)O1 (configuration not stated),-0.1,-10,-9,14,95,-0.5,14,-1,2,0
COc1ccccc1NS(=O)(=O)c1cc(NC(=O)CCC(=O)c2cccs2)ccc1Cl,0.4,3,17,7,82,-2.0,-11,0,5,-4
COc1cc(NC(=O)Cn2nnc(-c3ccccc3N)n2)cc(OC)c1,0.5,-2,3,16,93,2.6,.,-2,-11,2

# Compound profiles, as listed above. Screens in order: aDG glyco up | ABHD5 PLIN5 PPI | NOD2 RIPK2 PPI | MC4R antagonist | ABCB6 inh 2 | MC4R ag barr | Vif inh | Granule exo inh | TLR9-MyD88 block | Glyco luc inh
# COc1ccccc1NS(=O)(=O)c1cc(NC(=O)CCC(=O)c2cccs2)ccc1Cl in the list: 0.4 | 3 | 17 | 7 | 82 | -2.0 | -11 | 0 | 5 | -4
# COc1cc(NC(=O)Cn2nnc(-c3ccccc3N)n2)cc(OC)c1 in the list: 0.5 | -2 | 3 | 16 | 93 | 2.6 | . | -2 | -11 | 2
# Nc1nc(SCc2ccc(Br)cc2)n[nH]1 in the list: 0.0 | -4 | 6 | 10 | 104 | -1.3 | . | 2 | -6 | 4
# c1cc(-c2noc(CCC3CCCC3)n2)ccn1 in the list: 0.5 | 2 | -4 | 1 | 91 | 0.7 | -4 | -2 | -11 | 0

# Next entries follow:
SMILES,aDG glyco up,ABHD5 PLIN5 PPI,NOD2 RIPK2 PPI,MC4R antagonist,ABCB6 inh 2,MC4R ag barr,Vif inh,Granule exo inh,TLR9-MyD88 block,Glyco luc inh
COc1ccc(NC(=O)CCC(=O)Nc2cc(OC)c(NC(=O)c3ccco3)cc2OC)c(OC)c1,-0.1,6,-3,4,98,-0.3,5,0,5,0
NC(=O)C1(NC(=O)[C@@H]2CC3(CC(c4cccc(NC(=O)[C@@H]5CCC(=O)N5)c4)=NO3)CN2C(=O)c2ccccc2)CC1 (some centres not stated),-0.1,-8,3,8,106,-0.7,12,6,-3,4
O=C(CN1CCCCCC1)Nc1cc([N+](=O)[O-])ccc1Cl,-0.2,0,2,4,98,0.1,-9,-6,0,4
COc1cccc(C(=O)NC(=S)Nc2ccc3[nH]c(=O)[nH]c3c2)c1,-0.1,-3,0,6,107,-0.5,40,1,7,0
CSc1cnn(Cc2ccccc2)c(=O)c1SCc1ccccc1,0.3,-2,6,2,102,-1.0,-3,-2,-10,-4
Cc1cc(N/C(=N/S(=O)(=O)c2cc(F)ccc2F)c2ccccc2)n(-c2ccccc2)n1,-0.5,2,-2,10,96,0.0,-10,7,10,-5
Cn1c(=O)c2c(ncn2CC(=O)N2CCN(c3ccc([N+](=O)[O-])cc3)CC2)n(C)c1=O,0.1,-2,1,3,96,-3.3,5,11,-1,3
COc1ccc(C2SCC(=O)N2CCc2ccc(OC)c(OC)c2)cc1 (configuration not stated),0.8,1,-8,8,95,-2.1,-7,-1,-3,12
Cc1nc(SC2CC(=O)N(c3cc(Cl)cc(Cl)c3)C2=O)nc2c1CCCC2 (configuration not stated),0.1,-7,0,10,97,2.3,1,3,2,2
O=C(Nc1ccc(S(=O)(=O)Nc2ncccn2)cc1)c1cc([N+](=O)[O-])ccc1Cl,-0.1,-5,-80,1,105,-0.2,-3,-3,3,-1
CN(C(=O)c1cccc(NC(=O)Cc2cccc(NC(=O)C3CCN(C(=O)C4CC4)CC3)c2)c1)C1CC1,0.0,-2,-6,16,101,-0.8,5,-1,-4,0
COc1ccc(CCNc2ccc(C(CC(N)=O)NC(=O)c3cc(OC)ccc3OC)cc2[N+](=O)[O-])cc1 (configuration not stated),-0.1,-9,16,-1,100,-0.1,-2,0,8,-3
O=c1ccc(C(F)(F)F)cn1Cc1cc(=O)n2ccsc2n1,-0.1,-1,1,6,96,1.9,1,1,-6,2
CN[C@H]1C[C@H]2c3cc(Oc4ccccc4C)ccc3CCN2C(=O)[C@H]1[C@H](C)O,-0.1,9,0,.,94,.,0,-2,.,2
CCOC(=O)N1CCN(C(=O)/C(=C\c2ccc(SC)cc2)NC(=O)c2ccccc2)CC1,0.2,4,-2,8,93,1.9,1,-1,-9,-2
CCN1c2ccccc2-c2nc3ccccc3n2C1c1ccccn1 (configuration not stated),-0.3,3,4,0,101,1.4,-13,-5,-6,0
O=C(COc1ccccc1)N1CCN(C(=O)c2ccc([N+](=O)[O-])cc2)CC1,0.0,2,-3,2,97,-0.9,-3,-9,-3,3
COc1ccc(/C=C(\C#N)C(=O)NCc2ccccc2)cc1O,0.1,6,0,7,101,0.4,-5,3,-9,0
CCN(CC)C(=O)CCc1nc2sc3c(c2c(=O)[nH]1)CCCC3,-0.3,-5,-5,2,101,-1.4,6,-2,-7,1
C=CCOc1ccc(/C(O)=C2\C(=O)C(=O)N(CCN(C)C)C2c2cccs2)cc1 (configuration not stated),-0.1,4,-11,2,96,1.1,3,-1,4,1
COC(=O)c1sccc1-c1ccc(/C=N/OCc2c(Cl)cccc2Cl)o1,-0.4,5,-2,2,93,-0.7,-15,13,-9,0
Clc1ccc(-c2nnc3sc(Cc4cccs4)nn23)cc1,-0.1,0,0,-2,i,-1.3,0,-1,3,0
O=C(NC1CCCCC1)c1ccccc1NC(=O)C1CC1,0.0,2,-10,-2,97,1.1,-14,-2,-8,1
Clc1ccc(CCNc2nc3ccccc3s2)cc1,0.1,-8,-4,2,95,0.7,.,2,-2,.
CCc1nnc(NS(=O)(=O)c2ccc(NC(=O)c3ccccc3C)cc2)s1,-0.2,-6,4,-2,82,2.3,-2,1,-7,3
O=C(CN(C(=O)CCC(=O)Nc1ccccn1)C1CCCC1)NCc1ccc(F)cc1,0.0,0,0,6,100,-1.8,6,-13,-9,3
O=C(N/N=C/C=C/c1ccccc1[N+](=O)[O-])c1cccnc1,-0.2,4,-10,17,98,1.5,-12,1,-10,-1
CN(C)S(=O)(=O)c1cccc(NC(=O)CCCSc2ccccc2)c1,0.1,-4,-4,-4,92,-1.7,0,42,-2,-4
NC(=S)N=Nc1c(O)cc(O)c2[nH]c(=O)ccc12,0.2,29*,4,-22,94,-1.7,-3,2,5,1
Oc1ccccc1C=NN=Cc1ccccc1Cl,0.1,10,5,11,97,-1.6,-8,-7,0,-3
CCN(CC)c1ccc(/C=N/N2C(=O)c3ccccc3C2=O)c(O)c1,-0.1,-7,-2,-3,97,-1.1,6,-4,17,1
Cc1cccc(OCC(=O)N/N=C/C=C/c2ccco2)c1,-0.3,17,0,27,102,0.3,1,7,-10,5
CC1=N/C(=C\c2ccc(OC(C)C)cc2)C(=O)N1c1ccc(C(=O)O)cc1,-0.2,2,1,-2,106,4.1,-1,-10,-12,0
O=C(c1cccc(S(=O)(=O)N2CCCC2)c1)N1CCCC(C(F)(F)F)C1 (configuration not stated),0.0,3,3,5,98,-1.3,2,-7,11,-1
O=C(CCl)N1CCN(S(=O)(=O)c2ccc3ccccc3c2)CC1,-0.2,9,0,1,96,-2.6,15,-19,-5,12
COc1ccccc1-c1c(C)oc2c(CN3CCOCC3)c(O)ccc2c1=O,-0.1,6,5,-3,101,0.0,-2,2,13,-1
CN(Cc1nc(Cc2cccc(F)c2)no1)CC1COCCO1 (configuration not stated),-0.3,-9,-4,15,103,-3.0,-5,-5,2,2
CCc1nnc(N/N=C/c2cc(Br)c(O)cc2O)n1N,-0.1,-28,5,2,104,0.1,12,19,-14,3
CCOC(=O)Cn1c(=O)oc2cc(S(=O)(=O)Nc3ccc(F)cc3)ccc21,0.0,0,-9,15,100,-0.3,-5,3,1,0
CCN(Cc1ccccc1)C(=O)C1CCN(Cc2sccc2C)CC1,0.1,2,-16,-3,97,-1.8,7,0,3,-3
Cc1ccc(-c2nc(NC(=O)CSc3nnc4scc(-c5ccccc5)n34)ns2)cc1,0.0,-9,0,22,101,2.3,-6,10,-15,-1
CCOC(=O)Nc1ccc2c(CN3CCC(C(=O)OC)CC3)cc(=O)oc2c1,0.3,4,-8,-6,80,-1.0,-7,-7,-5,2
Cc1ccc(NCCC(=O)c2ccc(Cl)cc2)cc1,0.3,-2,-3,0,97,-0.6,5,6,-12,1
O=C1[C@@H]2[C@@H]3C[C@@H]([C@H]4ON=C(c5ccc(Cl)cc5)[C@@H]34)[C@@H]2C(=O)N1c1ccc2c(c1)OCO2,0.1,0,5,4,102,-0.7,-4,-3,-4,-2
CCOc1ccc(CCNC(=O)Cn2cccc2C(=O)c2ccccc2)cc1OCC,0.0,2,-10,15,103,-1.2,.,0,11,0
